HADH2 inhib – HADH2 (human) dehydrogenase inhibition. Potency, µM (series often up to 57.1 µM), without a hit: top-dose activity change, negative = inhibition, hits mostly inhibitors. Q99714. AID 886. recombinant HADH2, NADH fluorescence, beta-hydroxybutyryl-CoA. actives 3.4% (n = 73,000); also: potency is read from the fitted curve at half-maximal effect; % is scaled to controls: 0 for no effect and ±100 for the full control effect; nearly all actives have a fitted effect of over 60% in size; many of its hits are not listed in these tables
Target sequence (Q99714 whole entry, looked up, one chain of several): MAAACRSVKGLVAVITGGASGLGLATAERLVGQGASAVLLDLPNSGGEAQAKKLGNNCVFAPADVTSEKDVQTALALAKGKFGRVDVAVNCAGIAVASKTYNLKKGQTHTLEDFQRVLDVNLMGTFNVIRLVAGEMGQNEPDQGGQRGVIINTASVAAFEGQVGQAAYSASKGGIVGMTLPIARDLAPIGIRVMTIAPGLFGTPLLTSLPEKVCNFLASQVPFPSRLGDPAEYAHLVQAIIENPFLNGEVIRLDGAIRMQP
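Buffer 100 mM Tris-HCl pH 9.0/0.01% Tween-20; HADH2 20 nM; NAD+ 1 mM; beta-hydroxybutyryl-CoA 90 uM (all final). 15 min cpd preincubation, RT.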
GFP derepression – epigenetic modulators derepressing GFP locus in mouse cells; mouse C127i GFP locus derepression, cytometry, 30 h; Potency, µM (highest dose often 46.1 µM), for the others: at the top dose GFP derepression (activation); actives 0.09% (n = 68,000); also: % of control where 0% means no effect
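Locus derepression in mouse mammary C127i cells whose integrated CMV-GFP reporter is normally silent; GFP expression after 30 h compound treatment was quantified by counting fluorescent cells.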
HBB splice mod – alters splicing of the hemoglobin beta chain; Potency, µM (doses to about 46.1 µM), without a hit: at the highest dose activation, most hits filed as activators; HBB splicing reporter cell assay, activation; EGFP reporter with mutant IVS2-654 intron; response scale: normalised to 500 nM splice-correcting PNA; actives 0.06% (n = 65,000); also: potency is read from the fitted curve at half-maximal effect; 0% is about no effect
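HeLa cells stably expressing EGFP interrupted by mutant beta-globin intron 2 (IVS2-654), 500/well in 2% FCS. Treated with compound for 2 days at 37C. Splicing correction scored as total well GFP intensity (488 nm excitation, 500-520 nm emission); 500 nM antisense PNA served as control.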
UbGFP stabilizer – inhibits proteasome, raising ubiquitin-GFP reporter fluorescence; Ubiquitin-GFP reporter cells, proteasome inhibition, GFP fluorescence; response scale: untreated = 0%, 10 µM MG-132 = 100%; Potency, µM (doses to about 45.9 µM), for inactives: at the top dose activation (GFP accumulation), actives largely listed as activators; 67,000 tested, under 10 active; AID 526; active = well fitted activation curve with a large enough effect, not every such curve was filed as active; inconclusive = small, poorly fitted or top-dose-only effect, or another doubt; inactive = no such curve, though single readings can be large or run the other way; also: potency is read from the fitted curve at half-maximal effect
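Proteasome block read as GFP accumulation: ubiquitin(G76V)-GFP U2OS cells exposed to compound (2.9 nM–46 uM) for 4 hr at 37 C. Normalization used untreated cells as 0% and 10 uM MG-132 as 100%; concentration-response curves fitted.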
15-hLO inh – blocks human 15-lipoxygenase activity; actives 1.4% (n = 74,000); P16050; purified 15hLO-1, xylenol orange hydroperoxide absorbance; Potency, µM (series often up to 57.1 µM), for the others: at the top dose activity change, negative = inhibition, actives largely listed as inhibitors; also: potency is read from the fitted curve at half-maximal effect; % is scaled to controls: 0 for no effect and ±100 for the full control effect; nearly all actives have a fitted effect of over 55% in size
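Compounds were preincubated 15 min at room temperature with 40 nM purified human enzyme (25 mM Hepes pH 7.5, 0.01% Triton X-100); 50 uM arachidonic acid reacted 6 min. Fe-xylenol orange detection, 30 min, absorbance ratio 573/405 nm.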
DNA Pol III inh – blocks replication by bacterial DNA polymerase III holoenzyme. reconstituted DNA polymerase III holoenzyme replication, biochemical. Potency, µM (doses to about 57.1 µM), inactives show top-dose activity change, negative = inhibition. actives 0.25% (n = 71,000); also: potency is read from the fitted curve at half-maximal effect; % is scaled to controls: 0 for no effect and ±100 for the full control effect
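Reconstituted *E. coli* holoenzyme (0.35 nM Pol III, 1 nM beta, 154 nM SSB, 2 nM primase) was preincubated with compound for 15 min at RT. Synthesis on 1.4 nM ssM13Gori ran 35 min, then was stopped with PicoGreen/EDTA and read as dsDNA fluorescence.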
ERK AVP block – inhibitors of vasopressin-stimulated ERK signaling pathway | HEK293-V1b, vasopressin-stimulated pERK AlphaScreen | Potency, µM (highest dose often 57.5 µM), for inactives: top-dose activity, negative = inhibition, usual class: inhibitors | actives 0.99% (n = 72,000) | AID 995; also: potency is read from the fitted curve at half-maximal effect; % is scaled to controls: 0 for no effect and ±100 for the full control effect; nearly all actives have a fitted effect of over 55% in size
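HEK293 cells stably expressing V1b receptor, seeded overnight in 1% FBS, were treated with compounds for 30 min at 37C, then stimulated 5 min with 25 nM vasopressin; phospho-ERK read by AlphaScreen SureFire after lysis.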
FLuc inh – inhibitors of firefly luciferase; purified firefly luciferase, luminescence, 8 min; Potency, µM (titrated, usually from 57.1 µM), without a hit: at the top dose activity change, negative = inhibition, hits mostly inhibitors; actives 2.2% (n = 72,000); AID 411; also: potency is read from the fitted curve at half-maximal effect; % is scaled to controls: 0 for no effect and ±100 for the full control effect; nearly all actives have a fitted effect of over 40% in size
Target sequence (P08659 whole entry, looked up): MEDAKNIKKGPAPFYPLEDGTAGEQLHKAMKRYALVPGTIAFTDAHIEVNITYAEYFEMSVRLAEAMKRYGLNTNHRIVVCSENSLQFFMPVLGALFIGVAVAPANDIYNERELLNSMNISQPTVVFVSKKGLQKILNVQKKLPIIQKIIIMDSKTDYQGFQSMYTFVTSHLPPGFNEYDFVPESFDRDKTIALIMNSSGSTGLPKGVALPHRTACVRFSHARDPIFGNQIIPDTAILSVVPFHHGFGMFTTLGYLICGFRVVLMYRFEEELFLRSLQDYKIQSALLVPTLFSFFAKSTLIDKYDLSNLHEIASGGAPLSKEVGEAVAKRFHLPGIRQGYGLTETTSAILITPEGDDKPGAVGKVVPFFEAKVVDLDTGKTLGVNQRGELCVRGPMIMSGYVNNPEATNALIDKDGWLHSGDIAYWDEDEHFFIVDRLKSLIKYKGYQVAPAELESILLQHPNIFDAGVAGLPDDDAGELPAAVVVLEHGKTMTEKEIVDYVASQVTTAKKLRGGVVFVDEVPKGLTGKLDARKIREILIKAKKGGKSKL
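Luminescence read-out after 8 min at room temperature; enzyme reaction used luciferin plus 10 uM ATP (linear range) in imidazole buffer pH 7.2 with KCl, MgCl2, Tween 20 and BSA. Each sample was run as a titration.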
Tau filament bind – tau filament binding | P10636 | recombinant tau filaments, thioflavin S fluorescence, 15 h; filaments grown with octadecylsulfate alongside compound | Potency, µM (top dose mostly 57.1 µM), inactives show at the top dose activity change, negative = inhibition | actives 2% (n = 71,000);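 also: potency is read from the fitted curve at half-maximal effect; % is scaled to controls: 0 for no effect and ±100 for the full control effect; actives lower thioflavin S fluorescence by blocking filaments or displacing dye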
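Assay mix: 1 uM His-tagged tau, 30 uM sodium octadecylsulfate, thioflavine S dye in HEPES/NaCl/DTT buffer. Compound is added prior to the inducer. Fluorescence after 15 h at 37 C.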
CRE-bla Fsk – alters forskolin-stimulated CRE reporter signaling in CHO cells; CHO CRE-bla reporter (cAMP response element driving beta-lactamase), forskolin EC10, beta-lactamase ratio; Potency, µM (titrated, usually from 38.2 µM), for the others: top-dose activity change, negative = inhibition, most hits filed as activators; actives 2.5% (n = 71,000); AID 662; active = well fitted activation curve with a large enough effect in the signal ratio, with a control signal flat, not every such curve was filed as active; inconclusive = small, poorly fitted or top-dose-only effect, or effect the other way, or a change in a side signal; the % refers to the signal ratio; also: potency is read from the fitted curve at half-maximal effect; % of control where 0% means no effect
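Titrated compounds plus EC10 NKH 477 on CHO CRE-bla cells, 3 h, 37 °C. CCF4, 2 h RT. Ratio 460/530 nm → AC50.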
Hsp90 Hop PPI – changes Hsp90-Hop TPR2A binding signal, up or down. AlphaScreen TPR2A-His6 binding biotin-Hsp90 C-terminal peptide. Potency, µM (top dose mostly 57 µM), inactives show top-dose activity change, negative = inhibition. actives 0.44% (n = 71,000). AID 595; active = well fitted curve in either direction with a large enough effect; inconclusive = small, poorly fitted or top-dose-only effect, or another doubt; also: potency is read from the fitted curve at half-maximal effect; % is scaled to controls: 0 for no effect and ±100 for the full control effect; many of its hits are not listed in these tables
An asterisk follows results filed as active; ? = inconclusive; / = no result given; & = joins results of further samples; ! = a repeat was not active; [ ] = dose if it differs, or a comment. Unless noted, calls follow the shape of the dose curve; as a rule, active = well fitted curve in the direction sought with a large enough effect; inconclusive = small, poorly fitted or top-dose-only effect, or another doubt; inactive = no such curve, though single readings can be large; an effect the other way counts as inactive or inconclusive. A portion of the library; count on the stated rates, not on these rows.

SMILES,HADH2 inhib,GFP derepression,HBB splice mod,UbGFP stabilizer,15-hLO inh,DNA Pol III inh,ERK AVP block,FLuc inh,Tau filament bind,CRE-bla Fsk,Hsp90 Hop PPI
NOCC(=O)O,4%,0%,2.3%,5%,15%,-1%,3%,0%,-1%,-4%,?
CCCCNc1ccc(C(=O)OCCOCCOCCOCCOCCOCCOCCOCCOCCOC)cc1,-8%[25.6 µM],5%[20.6 µM],0.7%[20.6 µM],-3%[20.5 µM],-1%[25.6 µM],-10%[25.6 µM],9%[25.7 µM],-2%[25.5 µM],-6%[25.6 µM],-5%[17.1 µM],-4%[26 µM]
C[C@H]1[C@H](C)CC[C@@]2(C(=O)O)CC[C@]3(C)C(=CC[C@H]4[C@@]5(C)C[C@@H](O)[C@H](O)[C@@](C)(CO)[C@@H]5CC[C@@]43C)[C@@H]12,7%,-4%[9.22 µM],/,1%,/,-6%,/,-4%[11.4 µM],29%,1%,4%
C[C@@H](C(=O)O)c1ccc(C(=O)c2cccs2)cc1,-4%[25.6 µM],-2%[20.6 µM],1.2%[20.6 µM],2%[20.5 µM],5%[25.6 µM],2%[25.6 µM],0%[25.7 µM],3%[25.5 µM],5%[25.6 µM],-12%[17.1 µM],1%[26 µM]
CC(C)(CO)[C@H](O)C(=O)NCCC(=O)O,2%[25.6 µM],2%[20.6 µM],-1.9%[20.6 µM],-2%[20.5 µM],16%[25.6 µM],-5%[25.6 µM],-9%[25.7 µM],1%[25.5 µM],-2%[25.6 µM],2%[17.1 µM],6%[26 µM]
OC[C@@H](O)CN1CCN(c2ccccc2)CC1,0%[25.6 µM],0%[20.6 µM],1.1%[20.6 µM],-1%[20.5 µM],5%[25.6 µM],6%[25.6 µM],1%[25.7 µM],3%[25.5 µM],-9%[25.6 µM],9%[17.1 µM],-3%[26 µM]
C[N+]1(C)CCC(=C(c2ccccc2)c2ccccc2)CC1,6%[25.6 µM],-2%[20.6 µM],-0.8%[20.6 µM],4%[20.5 µM],6%[25.6 µM],-7%[25.6 µM],1%[25.7 µM],3%[25.5 µM],-10%[25.6 µM],0%[17.1 µM],3%[26 µM]
C1COC(NC(C2CC2)C2CC2)=N1,-5%,-2%[20.6 µM],1.1%[20.6 µM],1%,-2%,-6%,2%,-20%[25.5 µM],?,?,2%
Cc1ccc(N(CC2=NCCN2)c2cccc(O)c2)cc1,6%,4%,-1.3%[57.5 µM],7%,-2%,-3%,-1%,4%,-30%,-13%,-8%
CN1CCO[C@H](c2ccccc2)c2ccccc2C1,16%[25.6 µM],-1%[20.6 µM],-2.9%[20.6 µM],1%[20.5 µM],7%[25.6 µM],-6%[25.6 µM],-18%[25.7 µM],8%[25.5 µM],6%[25.6 µM],-4%[17.1 µM],2%[26 µM]
CC(=O)O[C@]1(C(C)=O)CC[C@@H]2[C@@H]3C=C(Cl)C4=CC(=O)[C@H]5C[C@@H]5[C@]4(C)[C@H]3CC[C@]21C,1%[25.6 µM],2%[20.6 µM],-1.3%[20.6 µM],-1%[20.5 µM],4%[25.6 µM],14%[25.6 µM],7%[25.7 µM],1%[25.5 µM],-14%[25.6 µM],-1%[17.1 µM],-6%[26 µM]
Oc1cc2c(cc1O)[C@H]1c3ccc(O)c(O)c3OC[C@@]1(O)C2,0.063µM*,/,-1.3%,/,-10%[25.6 µM],-19%,-7%&-23%,/,-12%,?,3%
O=c1oc2c(O)c(O)cc3c(=O)oc4c(O)c(O)cc1c4c23,0.25µM*,0%[9.22 µM],/,1%,?,0.005µM*,20µM*!,0%[11.4 µM],?,?,32µM*
Cc1ccc(=O)n(-c2ccccc2)c1,-16%&15%,0%&-2%,1.3%,-1%&3%,-10%[25.6 µM],-12%&-5%,21%,-2%&2%,-29%&0%,-3%&2%,-3%&-3%
CC(=O)OCC(=O)[C@@]1(O)CC[C@@H]2[C@H]3CCC4=CC(=O)C=C[C@]4(C)[C@]3(F)[C@@H](O)C[C@@]21C,-17%[25.6 µM],0%[20.6 µM],0.0%[20.6 µM],14%[20.5 µM],-4%[25.6 µM],-8%[25.6 µM],3%[25.7 µM],-2%[25.5 µM],-7%[25.6 µM],-1%[17.1 µM],3%[26 µM]
CCn1cc(C(=O)O)c(=O)c2cnc(N3CCNCC3)nc21,-4%[25.6 µM],0%&-1%[20.6 µM],0.4%[20.6 µM],2%[20.5 µM],4%,-4%[25.6 µM],-2%,-1%&-1%[25.5 µM],-12%[25.6 µM],-2%[17.1 µM],-4%[26 µM]
NC(N)=O,1%,/,1.2%,/,10%,-1%,10%,/,-5%,-14%,3%
C#C[C@@]1(O)CC[C@@H]2[C@@H]3CCC4=CC(=O)CC[C@@H]4[C@H]3CC[C@]21CC,1%[25.6 µM],5%[20.6 µM],-1.7%[20.6 µM],-4%[20.5 µM],8%[25.6 µM],-2%[25.6 µM],-20%[25.7 µM],4%[25.5 µM],6%[25.6 µM],10%[17.1 µM],-6%[26 µM]
CC(=O)CCCCn1c(=O)c2c(ncn2C)n(C)c1=O,3%,2%,7.0%[0.369 µM],1%,8%,2%,-8%,2%,-6%,5%,-3%
COc1nccc(-c2c(-c3ccc(F)cc3)ncn2C2CCC(O)CC2)n1 (centres undefined),1%,-1%,/,3%,-20%[25.6 µM],-3%,-15%,-15%,?,-6%,-2%

Structures listed above shown as hits in HADH2 inhib.
SMILES	HADH2 inhib	15-hLO inh	DNA Pol III inh	FLuc inh	Tau filament bind	CRE-bla Fsk	Hsp90 Hop PPI
Oc1cc2c(cc1O)[C@H]1c3ccc(O)c(O)c3OC[C@@]1(O)C2	0.063µM*	-10%[25.6 µM]	-19%	/	-12%	?	3%
O=c1oc2c(O)c(O)cc3c(=O)oc4c(O)c(O)cc1c4c23	0.25µM*	?	0.005µM*	0%[11.4 µM]	?	?	32µM*

Further results
SMILES,HADH2 inhib,GFP derepression,HBB splice mod,UbGFP stabilizer,15-hLO inh,DNA Pol III inh,ERK AVP block,FLuc inh,Tau filament bind,CRE-bla Fsk,Hsp90 Hop PPI
O=C(O)c1cccnc1Nc1cccc(C(F)(F)F)c1,6%,-2%[20.6 µM],0.9%[20.6 µM],-2%[20.5 µM],12%,0%[25.6 µM],14%,-1%[25.5 µM],0%[25.6 µM],8%[17.1 µM],3%[26 µM]
O=C(O)CCC(=O)c1ccc(-c2ccccc2)cc1,-2%[25.6 µM],-1%[20.6 µM],-0.1%[20.6 µM],11%[20.5 µM],3%,-7%[25.6 µM],-15%,-6%[25.5 µM],-2%[25.6 µM],-2%[17.1 µM],2%[26 µM]
CC[C@H](NC(C)C)[C@H](O)c1ccc(O)c2[nH]c(=O)ccc12,-8%,-1%,/,5%,-5%[25.6 µM],-2%,-21%,-3%,32µM*,-11%,0%
C[C@H](N[C@@H](C)COc1ccccc1)[C@H](O)c1ccc(O)cc1,5%[25.6 µM],-2%[20.6 µM],-0.9%[20.6 µM],3%[20.5 µM],0%[25.6 µM],-6%[25.6 µM],-12%[25.7 µM],-2%[25.5 µM],4%[25.6 µM],-5%[17.1 µM],0%[26 µM]
CCCCNc1ccc(C(=O)OCCN(C)C)cc1,2%[25.6 µM],3%[20.6 µM],2.5%[20.6 µM],-3%[20.5 µM],-3%,-10%[25.6 µM],-8%&31%,-1%[25.5 µM],9%[25.6 µM],0%[17.1 µM],-1%[26 µM]
